# Bcl-B Bim block: inhibitors of Bim-Bcl-B interaction, human; Q9HD36; inhibition, % at 10 µM; hit rate 0.073% among 190,000; AID 951; bead-based flow cytometry, Bim peptide-Bcl-B binding;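 also: 0% = tracer peptide without compound and 100% = reference inhibitor peptide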
# RGS8-Gao reg: regulators of human RGS8-Galphao interaction; P09471; multiplexed bead flow cytometry, RGS8-Galphao binding; actives lie on both sides; response (percent of control binding), % at 10 µM; hit rate 0.34% among 220,000; in the data active = response below about 60% or above about 140%; inactive = in between;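 also: Galphao activated as the GDP aluminium fluoride complex binding bead-coupled RGS8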
# Bfl-1 Bim block: disrupts Bim binding to human Bfl-1; Bead-based flow cytometry, Bim-Bfl-1 binding inhibition; inhibition, % at 10 µM; hit rate 0.12% among 190,000;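 also: 0% = wells without compound plus tracer and 100% = blocker peptide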
# Bcl-XL Bim block: inhibitors of Bim-Bcl-XL interaction, human. inhibition, % at 10 µM. Bim peptide-Bcl-XL binding, bead flow cytometry, fluorescence. Q07817. AID 1007. hit rate 0.04% among 190,000
# Bcl-W Bim block: inhibitors of Bim-Bcl-W interaction, human | bead-based flow cytometry, Bim peptide-Bcl-W binding | hit rate 0.02% among 190,000 | inhibition, % at 10 µM | AID 952;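 also: 0% = bound tracer without compound and 100% = peptide blocker; higher means less fluorescent Bim peptide bound to Bcl-W beads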
# RGS7-Gao: human RGS7-Galphao interaction regulation; Multiplexed bead flow cytometry, RGS7-Galphao binding; actives lie on both sides; binding response (% of control), % at 10 µM; hit rate 0.35% among 220,000; in the data active = binding response below about 49% or above about 150%; inconclusive = no clear call, values can overlap the other calls; inactive = in between;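 also: fluorescent Galphao held in activated GDP-AlF4 state binding bead-coupled RGS7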
# ABCB1 block: human ABCB1 inhibition, ABCG2 as counter-screen | P08183 | CCRF-Adr cells, JC-1 efflux, flow cytometry | inhibition, % at 6.6 µM | hit rate 0.067% among 190,000 | AID 1326; in the data active = inhibition above about 40%;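 also: 0% = vehicle and 100% = reference inhibitor; higher value means more JC-1 retained so stronger ABCB1 efflux block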
# GSH fluor: GSH bead compound fluorescence profile; GSH beads flow cytometry, compound fluorescence 488/530 nm; stronger effect = higher value; fluorescence (KMESF) at 10 µM; hit rate 0.25% among 190,000; AID 1776; in the data active = fluorescence above about 89;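 also: glutathione beads carrying GST-tagged Bcl family fusion proteins plus one bare bead set; values are compound well signal with DMSO vehicle wells as background; inactives centre near 16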
# ABCG2 inh: blocks JC-1 efflux by human ABCG2 transporter | inhibition, % at 6.6 µM | IgMXP3 cells, flow cytometry | Q9UNQ0 | AID 1325 | hit rate 0.1% among 190,000;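 active = inhibition above 80%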;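 also: 0% = DMSO and 100% = nicardipine control wells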
#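 Read-out basis: Efflux inhibition in percent versus controls | Test system: ABCG2 IgMXP3 and barcoded ABCB1 CCRF-Adr cell mix | Quantity: 3 million cells/mL in well | Schedule: 10 min at 25 °C | Control set: Nicardipine as high control, DMSO as low control | Reagent: JC-1 as fluorescent efflux pump substrate | Signal: Flow cytometry of retained JC-1 fluorescence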
# RGS4-Gao reg: human RGS4-Galphao interaction regulation; hit rate 0.33% among 220,000; AID 1415; binding response (% of control), % at 10 µM; Multiplexed bead flow cytometry, RGS4-Galphao binding; actives lie on both sides; P09471; in the data active = binding response below about 49% or above about 150%; inactive = in between;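 also: fluorescent Galphao activated with aluminum fluoride binding bead-coupled RGS4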
# Bim-Bcl-2: disrupts Bim peptide binding to human Bcl-2; P10415; Bead-based flow cytometry, Bim peptide-Bcl-2 binding; inhibition, % at 10 µM; hit rate 0.06% among 190,000; AID 950; in the data active = inhibition above about 40%; inconclusive = no clear call, values can overlap the other calls;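 also: 0% = no compound wells with probe peptide and 100% = reference peptide inhibitor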
# An asterisk follows results filed as active; ? = inconclusive. Rule as the data show it, unless noted: active = inhibition above about 40%.
entry	SMILES	Bcl-B Bim block	RGS8-Gao reg	Bfl-1 Bim block	Bcl-XL Bim block	Bcl-W Bim block	RGS7-Gao
1	Cc1ccc(NC(=O)Nc2ccnc(-c3cccnc3)n2)cc1	21	102	4	30	17	96
2	CCOC(=O)Nc1nnc(-c2cccc(OC)c2)s1	0	102	-2	-3	0	102
3	ON/C=N/C(=S)Nc1ncc(C(F)(F)F)cc1Cl	-1	99	-3	0	-3	?
4	O=c1cc(Cn2ccnc2)c2cc3c(cc2o1)CCC3	-8	101	-19	-8	-2	101
5	COc1ccc(S(=O)(=O)NCc2ccc(C(=O)N3CCN(c4ccccn4)CC3)cc2)cc1	0	105	-3	7	-1	96
6	O=C(COC(=O)/C=C/c1ccccc1)Nc1ccccc1Br	-5	99	-3	-2	-2	101
7	COc1ccc(CCNC(=O)c2nnn(-c3ccc4c(c3)OCCO4)c2N)cc1OC	-7	105	-9	3	-1	101
8	CC(=O)N1CCN(CC(=O)Nc2sccc2C#N)CC1	0	101	-5	0	0	98
9	Cc1ccc(O)c(C(=O)c2cc(C#N)c(=O)n(-c3nccs3)c2)c1	2	98	4	1	2	93
10	CCCSc1ccc(-c2nn(-c3ccccc3)cc2/C=C(/C#N)C(=O)N2CCOCC2)cc1	-16	102	-7	-16	-17	101
11	CCOC(=O)c1c(C)[nH]c(C(=O)CSc2nnc(Nc3ccccc3F)s2)c1C	-10	88	0	-3	-3	96
12	CCOC(=O)C1CCN(C(=O)CSc2ccc(Cl)cc2)CC1	-7	49*	1	-9	-6	55

entry	ABCB1 block	GSH fluor	ABCG2 inh	RGS4-Gao reg	Bim-Bcl-2
1	0.6	6	3	101	8
2	0.2	14	1	101	-1
3	0.5	15	20	97	1
4	0.9	26	22	98	-8
5	1.3	32	4	99	-1
6	0.3	12	35	100	-2
7	0.8	39	4	102	-7
8	-0.2	9	2	103	0
9	-0.3	15	3	92	0
10	2.8	18	5	101	-10
11	0.2	7	4	98	0
12	0.7	15	3	49*	-2

# Ordered by length of the SMILES (low to high): some entries from above
entry	SMILES	Bcl-B Bim block	RGS8-Gao reg	Bfl-1 Bim block	Bcl-XL Bim block	Bcl-W Bim block	RGS7-Gao
2	CCOC(=O)Nc1nnc(-c2cccc(OC)c2)s1	0	102	-2	-3	0	102
4	O=c1cc(Cn2ccnc2)c2cc3c(cc2o1)CCC3	-8	101	-19	-8	-2	101
6	O=C(COC(=O)/C=C/c1ccccc1)Nc1ccccc1Br	-5	99	-3	-2	-2	101
12	CCOC(=O)C1CCN(C(=O)CSc2ccc(Cl)cc2)CC1	-7	49*	1	-9	-6	55
9	Cc1ccc(O)c(C(=O)c2cc(C#N)c(=O)n(-c3nccs3)c2)c1	2	98	4	1	2	93
7	COc1ccc(CCNC(=O)c2nnn(-c3ccc4c(c3)OCCO4)c2N)cc1OC	-7	105	-9	3	-1	101
11	CCOC(=O)c1c(C)[nH]c(C(=O)CSc2nnc(Nc3ccccc3F)s2)c1C	-10	88	0	-3	-3	96
5	COc1ccc(S(=O)(=O)NCc2ccc(C(=O)N3CCN(c4ccccn4)CC3)cc2)cc1	0	105	-3	7	-1	96

entry	ABCB1 block	GSH fluor	ABCG2 inh	RGS4-Gao reg	Bim-Bcl-2
2	0.2	14	1	101	-1
4	0.9	26	22	98	-8
6	0.3	12	35	100	-2
12	0.7	15	3	49*	-2
9	-0.3	15	3	92	0
7	0.8	39	4	102	-7
11	0.2	7	4	98	0
5	1.3	32	4	99	-1

# The list goes on.
entry	SMILES	Bcl-B Bim block	RGS8-Gao reg	Bfl-1 Bim block	Bcl-XL Bim block	Bcl-W Bim block	RGS7-Gao
13	O=S(=O)(O)c1ccc(N2N=C(c3ccccc3)CC2c2ccccc2)cc1 (stereo not drawn)	0	99	-3	-2	-2	100
14	CC1(C)CC(=O)c2cc(N=C/C(C(=O)c3ccccc3)=C(\O)c3ccccc3)c(=O)oc2C1	-4	102	-3	-1	-3	99
15	O=C(CSc1nnc(-c2ccccc2)n1Cc1ccco1)NCc1ccc2c(c1)OCO2	-10	103	-10	-20	0	103
16	CC(C)CC(=O)Nc1ccccc1N1CCN(c2ccccc2)CC1	-4	104	-3	0	0	108
17	Cc1cccc(NC(=O)C2(C)CC3c4ccccc4C2c2ccccc23)c1 (stereo not drawn)	-1	101	-1	1	0	102
18	CCC(C)NS(=O)(=O)c1ccc(NC(C)=O)cc1 (stereo not drawn)	-4	101	-2	-4	-4	99
19	CC1CCc2nc(NC(=O)C3CC3)sc2C1 (stereo not drawn)	-1	99	1	-2	4	98
20	CCNC(=O)/C(=C\C=C\c1ccccc1)NC(=O)c1ccc(Br)o1	-2	102	0	-8	-1	102
21	CC(=O)Nc1ccc(N2CCOCC2)c([N+](=O)[O-])c1	-1	104	-2	-1	1	?
22	CCN1C(=O)c2ccc(C(=O)O)cc2C1=O	-3	101	-2	-5	-5	99
23	CCOC(=O)c1c(NC(=S)Nc2ccccc2C)sc2c1CCC2	8	104	-9	-5	2	103
24	O=C1NC(=O)/C(=C/c2ccccc2OCc2ccccc2)S1	-3	99	-7	-2	-1	?

entry	ABCB1 block	GSH fluor	ABCG2 inh	RGS4-Gao reg	Bim-Bcl-2
13	-0.9	12	-4	98	2
14	0.6	21	0	100	-7
15	1.6	51	5	103	-10
16	0.8	9	13	104	-4
17	0.1	15	-1	102	0
18	0.3	15	1	98	-7
19	0.3	18	2	99	0
20	0.9	11	5	101	-2
21	0.5	18	3	100	0
22	-0.4	25	1	103	-5
23	0.1	18	1	100	0
24	-0.3	14	0	99	-3

# Additional results.
entry	SMILES	Bcl-B Bim block	RGS8-Gao reg	Bfl-1 Bim block	Bcl-XL Bim block	Bcl-W Bim block	RGS7-Gao
25	CC#CCN(CC#CC)S(=O)(=O)c1ccc(-n2cnnn2)c(OC)c1	-4	100	-3	-3	-8	100
26	CC1(C)CC(=O)C(CC(=O)Nc2cc(C(F)(F)F)ccc2Cl)C(=O)C1	0	101	-6	-4	-1	107
27	O=S(=O)(Nc1ccc(Cc2ccncc2)cc1)N1CCCC1	0	101	-2	-1	-2	97
28	CCCC1(CCC)NC(=O)N(CC(=O)Nc2cccc(OC)c2)C1=O	0	100	-5	0	-1	100
29	Cc1cccc(C)c1N/C=C/c1onc(C)c1[N+](=O)[O-]	-2	102	-2	0	-2	100
30	O=C(NC1CCCCC1)N(Cc1nc2ccccc2c(=O)[nH]1)C1CCCCC1	-2	98	-1	-3	0	93
31	O=C(CC(=O)NN=C1CCCCCC1)NCc1cccnc1	0	102	0	-1	4	101
32	C1=CC2CC1CC2CNCc1ccco1 (stereo not drawn)	0	106	-4	-3	-2	102
33	Cc1ccc(-n2nc3c([n+]2[O-])CCc2nonc2-3)cc1	-3	96	-5	-5	0	99
34	Brc1ccc(C2NCCS2)cc1 (stereo not drawn)	-4	99	-8	-2	-1	109
35	O=C(CN1C(=O)NC2(CCCCCCC2)C1=O)NC(=O)NCc1ccco1	-7	100	-8	-6	0	97
36	COC(=O)CC/C(O)=C1\C(=O)CC(C)(C)CC1=Nc1ccccc1OC	-9	106	-6	0	-2	110

entry	ABCB1 block	GSH fluor	ABCG2 inh	RGS4-Gao reg	Bim-Bcl-2
25	0.6	15	1	100	-4
26	-0.5	14	-1	99	-7
27	0.0	18	0	100	-4
28	0.2	49	1	99	0
29	0.1	17	1	100	0
30	0.2	29	1	94	0
31	1.4	11	4	102	2
32	-2.7	20	-3	104	-1
33	0.3	19	1	101	-1
34	0.4	10	0	100	-5
35	0.4	38	0	100	-7
36	0.9	61	3	108	-13

# Additional entries follow.
entry	SMILES	Bcl-B Bim block	RGS8-Gao reg	Bfl-1 Bim block	Bcl-XL Bim block	Bcl-W Bim block	RGS7-Gao
37	COc1ccc(N2CC(C(=O)Nc3cccc(C)n3)CC2=O)cc1 (stereo not drawn)	-1	100	-7	-1	0	96
38	O=C(Cc1cccs1)NCC1CCCO1 (stereo not drawn)	-5	103	1	-4	-2	104
39	COc1ccc(-n2cnc3sc(-c4ccccc4)cc3c2=O)cc1	0	102	-2	-2	0	101
40	O=C1C2C3C=CC(C3)C2C(=O)N1CCCCN1C(=O)C2C3C=CC(C3)C2C1=O (stereo not drawn)	1	101	1	0	-1	102
41	CC12CCC(=O)N1C(C(=O)OCC(=O)Nc1cccc(Br)c1)CS2 (stereo not drawn)	-5	101	-9	-3	0	98
42	O=C(CC(=O)N/N=C/c1ccccc1)NCc1ccccc1	-3	101	-4	-4	1	101
43	CC(C)NS(=O)(=O)c1ccc(N2C(=O)c3ccccc3C2=O)cc1	-2	100	-1	-1	0	101
44	O=C(Nc1ccccn1)c1cccnc1	-9	103	-10	-4	-1	101
45	CCOc1ccccc1NC(=S)N1C2CCC1CC(NC(=O)NC13CC4CC(CC(C4)C1)C3)C2 (stereo not drawn)	-4	99	-6	-3	-2	96
46	O=S(=O)(c1ccc(F)cc1)N1CCN=C1SCc1cccnc1	-3	99	-7	-3	0	94
47	Cc1ccccc1N(C(=O)c1csnn1)C(C(=O)NC(C)(C)C)c1ccncc1 (stereo not drawn)	0	99	-3	1	4	101
48	CN(C1CCCCC1)S(=O)(=O)c1ccc(S(=O)(=O)N2CCN(C(=O)c3ccccc3F)CC2)cc1	-7	102	-4	-6	0	104

entry	ABCB1 block	GSH fluor	ABCG2 inh	RGS4-Gao reg	Bim-Bcl-2
37	0.3	11	2	98	-6
38	0.3	22	1	99	1
39	0.0	8	1	99	-1
40	-0.2	15	-1	101	0
41	1.1	27	8	99	-5
42	-0.1	11	1	99	-3
43	0.4	12	1	101	-1
44	0.0	21	0	102	-9
45	0.8	53	2	96	-1
46	2.4	16	4	97	-3
47	0.4	22	1	102	-3
48	2.1	25	3	103	-2

# (further entries)
entry	SMILES	Bcl-B Bim block	RGS8-Gao reg	Bfl-1 Bim block	Bcl-XL Bim block	Bcl-W Bim block	RGS7-Gao
49	Cc1nc2ccccc2n1C1CCN(CC(=O)NCc2ccc(F)cc2)CC1	64*	112	30	1	1	101
50	CCC(Sc1ncccc1C(=O)O)C(=O)N1CCOCC1 (stereo not drawn)	-1	100	-3	0	0	92
51	CCn1c(-c2ccc3ncccc3c2)n[nH]c1=S	-3	99	0	-1	-1	95
52	Cc1ccc(C2CC2C(=O)NNC(=S)Nc2cccc(C)c2)cc1 (stereo not drawn)	-17	101	3	-4	-2	107
53	Cc1ccc(NC(=O)CSc2nc3ccccc3c3nc(CCn4cncc4C)nn23)c(C)c1	-6	98	-2	-5	-4	98
54	O=C(O)c1cc(N2C(=O)C3CC=CCC3C2=O)ccc1NCc1cccnc1 (stereo not drawn)	-4	101	-10	1	6	102

entry	ABCB1 block	GSH fluor	ABCG2 inh	RGS4-Gao reg	Bim-Bcl-2
49	1.5	19	5	102	59*
50	-0.1	6	0	101	-1
51	0.4	19	5	91	-1
52	0.0	17	0	107	5
53	0.9	11	7	102	-3
54	0.2	59	1	100	1
